Screens: PubChem BioAssay, National Center for Advancing Translational Sciences (NCATS)
BAZ2B inh: qHTS Assay for Inhibitors of BAZ2B; Bromodomain adjacent to zinc finger domain protein 2B (Homo sapiens), Q9UIF8; AlphaScreen BAZ2B-H3K14Ac peptide displacement; Potency, µM (highest dose often 114 µM), for the others: top-dose activity change, negative = inhibition, hits mostly inhibitors; 360,000 compounds, 4.4% hits; note: % is set by controls: 0 for no effect and ±100 for the full control effect; nearly all actives have a fitted effect of over 60% in size
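Multi-concentration screen (max 110 uM) measuring displacement of acetylated histone H3 peptide from BAZ2B by AlphaScreen, using 50 nM protein, 50 nM peptide and 10 ug/mL streptavidin donor plus Ni-chelate acceptor beads.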
PGK inhibitor: qHTS Assay to Find Inhibitors of Phosphoglycerate Kinase. Phosphoglycerate kinase, glycosomal (Trypanosoma brucei brucei), P07378. PGK/GAPDH coupled, Kinase-Glo luminescence, 60 min. Potency, µM (doses to about 57.5 µM), for the others: at the top dose activity change, negative = inhibition, usual class: inhibitors. 380,000 compounds, 0.043% hits; note: % is set by controls: 0 for no effect and ±100 for the full control effect; nearly all actives have a fitted effect of over 60% in size
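Recombinant glycosomal PGK reaction used 1,3-bisphosphoglycerate generated in-well by GAPDH (100nM final) in 100mM TEA pH 7.6, 5mM MgCl2, 0.01% Tween-20. After 60 minutes at room temperature, ATP was read by Kinase-Glo Plus luminescence end-point.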
BLM inh: qHTS Assay for Inhibitors of Bloom's syndrome helicase (BLM); recombinant BLM DNA unwinding, fluorescence dequenching; Potency, µM (series often up to 56.1 µM), inactives show at the highest dose activity change, negative = inhibition, usual class: inhibitors; 350,000 compounds, 0.2% hits;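 note: plate controls were vehicle for no effect and no enzyme for full effect; nearly all actives have a fitted effect of over 35% in size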
HP1b binding inh: HTS for Inhibitors of HP1-beta Chromodomain Interactions with Methylated Histone Tails. Chromobox protein homolog 1 (Homo sapiens), P83916. AlphaScreen HP1-beta / biotin-H3K9me3 peptide binding. Potency, µM (top dose mostly 114 µM), without a hit: top-dose activity change, negative = inhibition, hits mostly inhibitors. 390,000 compounds, 0.56% hits. AID 540317, 2011; note: nearly all actives have a fitted effect of over 70% in size; inactives centre near 23
Target sequence (P83916 whole entry, looked up): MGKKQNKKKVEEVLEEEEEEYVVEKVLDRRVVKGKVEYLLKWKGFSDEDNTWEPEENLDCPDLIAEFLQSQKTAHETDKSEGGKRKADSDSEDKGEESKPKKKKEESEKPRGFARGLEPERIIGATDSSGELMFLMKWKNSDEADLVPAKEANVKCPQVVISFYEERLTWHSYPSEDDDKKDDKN
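AlphaScreen: HP1-beta (50 nM) preformed 30 min with biotin-H3(1-18)K9me3 peptide (50 nM) in PBS pH 7.4, 0.01% Tween-20. Compound added for 30 min at RT, then streptavidin donor/nickel chelate acceptor beads (10 ug/mL) for 30 min.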
POLI inh: qHTS for Inhibitors of Polymerase Iota; AID 588590, 2011; Potency, µM (top dose mostly 115 µM), inactives show at the top dose activity, negative = inhibition, hits mostly inhibitors; 390,000 compounds, 1% hits; Pol iota fluorescent replication assay, 10 min; DNA polymerase iota (Homo sapiens), Q9UNA4
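Pol iota at 10 nM preincubated 15 min with compounds at room temperature; reaction started with fluorescent substrate, 50 nM final. Fluorescence read kinetically at 0 and 10 min; buffer-only wells as negative control.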
Pin1 inh: qHTS Assay to Find Inhibitors of Pin1. Potency, µM (doses to about 115 µM), inactives show at the top dose activity, negative = inhibition, actives largely listed as inhibitors. Pin1 FP peptide displacement, HiFluor488, 10 min. Peptidyl-prolyl cis-trans isomerase NIMA-interacting 1 (Homo sapiens), Q13526. 390,000 compounds, 0.009% hits; active = well fitted inhibition curve with a large enough effect in the polarisation, with a control signal flat, not every such curve was filed as active; inconclusive = small, poorly fitted or top-dose-only effect, or effect the other way, or a change in a side signal; inactive = no such curve, though single readings can be large or run the other way; the % refers to the polarisation; note: % is set by controls: 0 for no effect and ±100 for the full control effect
Target sequence (Q13526 whole entry, looked up): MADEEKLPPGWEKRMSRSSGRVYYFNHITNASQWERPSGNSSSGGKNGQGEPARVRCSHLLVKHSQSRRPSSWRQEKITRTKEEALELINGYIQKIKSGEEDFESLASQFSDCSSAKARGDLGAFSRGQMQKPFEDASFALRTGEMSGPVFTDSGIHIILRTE
G9a inh: qHTS Assay for Inhibitors of Histone Lysine Methyltransferase G9a | G9a H3K9 monomethylation, AlphaScreen, 2 h | Potency, µM (doses to about 102 µM), for inactives: at the top dose activity, negative = inhibition, hits mostly inhibitors | 350,000 compounds, 8.8% hits | AID 504332, 2011; note: % is set by controls: 0 for no effect and ±100 for the full control effect; nearly all actives have a fitted effect of over 75% in size
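Chemiluminescent proximity detection of H3K9 monomethylation, read after 10 min bead incubation in the dark. Reaction: 20 nM G9a, 500 nM biotin-H3K9 peptide, 20 uM SAM cofactor, 2 h, room temperature, following 15 min enzyme-compound preincubation.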
JMJD2A Tudor inh: qHTS Assay for Inhibitors of JMJD2A-Tudor Domain | Lysine-specific demethylase 4A (Homo sapiens), O75164 | AlphaScreen JMJD2A-Tudor / H3K4me3 peptide binding | Potency, µM (top dose mostly 114 µM), for the others: top-dose activity change, negative = inhibition, hits mostly inhibitors | 390,000 compounds, 4.4% hits | AID 504339, 2011; note: % is set by controls: 0 for no effect and ±100 for the full control effect; nearly all actives have a fitted effect of over 50% in size
GLS inh: qHTS for Inhibitors of Glutaminase (GLS); Glutaminase kidney isoform, mitochondrial (Homo sapiens), O94925; GLS enzymatic activity, qHTS titration; Potency, µM (doses to about 45.5 µM), without a hit: at the highest dose activity change, negative = inhibition, hits mostly inhibitors; 410,000 compounds, 0.21% hits; note: % is set by controls: 0 for no effect and ±100 for the full control effect
Target sequence (O94925 whole entry, looked up, canonical isoform): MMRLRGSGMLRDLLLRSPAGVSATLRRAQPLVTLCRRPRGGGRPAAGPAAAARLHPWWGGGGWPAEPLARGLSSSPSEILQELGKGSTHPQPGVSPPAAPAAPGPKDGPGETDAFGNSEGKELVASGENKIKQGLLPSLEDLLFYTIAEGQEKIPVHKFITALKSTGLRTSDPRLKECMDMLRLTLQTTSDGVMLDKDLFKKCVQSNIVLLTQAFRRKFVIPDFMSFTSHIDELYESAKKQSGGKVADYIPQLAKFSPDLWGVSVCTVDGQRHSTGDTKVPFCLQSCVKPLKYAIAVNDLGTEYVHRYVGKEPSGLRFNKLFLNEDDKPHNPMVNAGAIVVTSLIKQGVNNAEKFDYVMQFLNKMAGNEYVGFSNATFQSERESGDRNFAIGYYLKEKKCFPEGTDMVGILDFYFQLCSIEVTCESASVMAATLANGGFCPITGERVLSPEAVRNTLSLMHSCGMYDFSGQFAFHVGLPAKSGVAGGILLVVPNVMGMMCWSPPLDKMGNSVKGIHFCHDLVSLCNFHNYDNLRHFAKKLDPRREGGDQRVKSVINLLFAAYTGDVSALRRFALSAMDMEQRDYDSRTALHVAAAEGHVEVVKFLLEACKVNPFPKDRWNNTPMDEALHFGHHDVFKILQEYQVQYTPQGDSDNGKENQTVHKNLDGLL
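Read-out is an Amplex red fluorescence increase coupled through glutamate oxidase and HRP, measured before and after 30 min room-temperature incubation. hKGA is in 45 mM KH2PO4 (pH 8.2) with 0.02% Tween-20; glutamine added as 1mM solution.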
* hit, by the source's call; [ ] = another dose, or the depositor's remark. Unless noted, calls come from the whole dose curve; as a rule, active = well fitted curve in the direction sought with a large enough effect; inconclusive = small, poorly fitted or top-dose-only effect, or another doubt; inactive = no such curve, though single readings can be large; an effect the other way counts as inactive or inconclusive. Potency is the fitted concentration of half-maximal effect. A portion of the library; count on the stated rates, not on these rows.

COc1ccc(NC(=O)CSc2nncn2C)c([N+](=O)[O-])c1 was read as BAZ2B inh -3%, PGK inhibitor 3%, BLM inh -2%, HP1b binding inh 11%, POLI inh 6%, Pin1 inh 9%, G9a inh 7%, JMJD2A Tudor inh -9% and GLS inh -2%.
Screening CCOC(=O)C1=C(O)C(=O)N(c2ccc(S(N)(=O)=O)cc2)C1c1ccc(OC)cc1OC (stereo unspecified) returned BAZ2B inh -4%, PGK inhibitor -7%, BLM inh 1%, HP1b binding inh 10%, POLI inh 12%, Pin1 inh -4%, G9a inh -41%, JMJD2A Tudor inh inconclusive and GLS inh 10%.
For COc1cccc(C2CCCCN2Cc2nc(-c3ccc(C)o3)oc2C)c1 (stereo unspecified) the results were BAZ2B inh -19%, PGK inhibitor inactive, BLM inh -5%, HP1b binding inh -5%, POLI inh 70%[activator], Pin1 inh 38%[activator], G9a inh 1%, JMJD2A Tudor inh -8%[11.4 µM] and GLS inh -8%.
For O=C(NNc1ncc(C(F)(F)F)cc1Cl)c1ccc(Cl)c(Cl)c1 the results were BAZ2B inh 2%, PGK inhibitor -10%, BLM inh -5%, HP1b binding inh 40%[activator], POLI inh 36%[activator], Pin1 inh -12%, G9a inh 10%, JMJD2A Tudor inh -16% and GLS inh 2%.
`Cc1cc(C)cc(-n2c(=O)c3ccccc3n(CC(=O)NCC3CCCO3)c2=O)c1` (stereo unspecified) gave BAZ2B inh 5%, PGK inhibitor -1%, BLM inh -2%, HP1b binding inh 31%, POLI inh 57%[activator], Pin1 inh -2%, G9a inh 6%, JMJD2A Tudor inh 7% and GLS inh -12%.
Screening CCO/C=C1/C(=O)N(c2ccc(OC)cc2)C(=O)c2ccccc21 returned BAZ2B inh -15%, PGK inhibitor -5%, BLM inh -5%, HP1b binding inh 27%, POLI inh -4%, Pin1 inh 24%, G9a inh 25µM*, JMJD2A Tudor inh -23% and GLS inh 24%.
O=C(Nc1cccnc1Cl)c1ccc(Cl)c([N+](=O)[O-])c1 was read as BAZ2B inh -12%, PGK inhibitor -3%, BLM inh -14%, HP1b binding inh 30%, POLI inh 142%[activator], Pin1 inh -9%, G9a inh inconclusive, JMJD2A Tudor inh 2% and GLS inh -6%.
C=C(C)C(=O)Nc1cccnc1Oc1ccc(F)cc1 was read as BAZ2B inh 0%, PGK inhibitor -7%, BLM inh 0%, HP1b binding inh 19%, POLI inh -10%[58.9 µM], Pin1 inh -5%, G9a inh 2%, JMJD2A Tudor inh -5% and GLS inh 2%.
`Cc1nn(C)c2c1c(-c1ccccc1)cc(=O)n2Cc1ccccc1F` gave BAZ2B inh 36%[activator], PGK inhibitor inactive, BLM inh -3%, HP1b binding inh 134%[activator], POLI inh 4%, Pin1 inh 7%, G9a inh 57%[activator][59 µM], JMJD2A Tudor inh 48%[activator] and GLS inh -19%.
O=C(NCc1ccccc1)C1CCCN(C(=O)Nc2ccccc2)C1 (stereo unspecified) was read as BAZ2B inh 3%, PGK inhibitor 2%, BLM inh -2%, HP1b binding inh 26%, POLI inh 18%, Pin1 inh -1%, G9a inh 3%[12.7 µM], JMJD2A Tudor inh -12% and GLS inh -2%.

The final 3 records of the part before come first, to join the parts.
C=C(C)C(=O)Nc1cccnc1Oc1ccc(F)cc1 was read as BAZ2B inh 0%, PGK inhibitor -7%, BLM inh 0%, HP1b binding inh 19%, POLI inh -10%[58.9 µM], Pin1 inh -5%, G9a inh 2%, JMJD2A Tudor inh -5% and GLS inh 2%.
`Cc1nn(C)c2c1c(-c1ccccc1)cc(=O)n2Cc1ccccc1F` gave BAZ2B inh 36%[activator], PGK inhibitor inactive, BLM inh -3%, HP1b binding inh 134%[activator], POLI inh 4%, Pin1 inh 7%, G9a inh 57%[activator][59 µM], JMJD2A Tudor inh 48%[activator] and GLS inh -19%.
O=C(NCc1ccccc1)C1CCCN(C(=O)Nc2ccccc2)C1 (stereo unspecified) was read as BAZ2B inh 3%, PGK inhibitor 2%, BLM inh -2%, HP1b binding inh 26%, POLI inh 18%, Pin1 inh -1%, G9a inh 3%[12.7 µM], JMJD2A Tudor inh -12% and GLS inh -2%.
Screening Clc1ccc(OCCSc2ncccn2)c(Br)c1 returned BAZ2B inh 251%[activator], PGK inhibitor inactive, BLM inh -9%, HP1b binding inh 130%[activator], POLI inh 15%, Pin1 inh 4%, G9a inh 463%[activator], JMJD2A Tudor inh 128%[activator] and GLS inh -11%.
Screening COc1ccc(CNC(=O)CCn2ccc3cc(S(=O)(=O)N4CCCC4)ccc32)cc1 returned BAZ2B inh 7%, PGK inhibitor 2%, BLM inh 4%, HP1b binding inh 19%, POLI inh -7%, Pin1 inh 2%, G9a inh -5%, JMJD2A Tudor inh -8% and GLS inh 15%.
For Cc1c(CN(C)C(=O)CSc2nc(-c3ccco3)cc(C(F)(F)F)n2)cnn1C the results were BAZ2B inh -1%, PGK inhibitor 3%[11.5 µM], BLM inh -4%, HP1b binding inh 4%, POLI inh -23%, Pin1 inh 8%, G9a inh 5%[59 µM], JMJD2A Tudor inh -6% and GLS inh 4%.
COc1ccc(NC2CCCN(C(=O)CSc3ccncc3)C2)cc1 (stereo unspecified) was read as BAZ2B inh 50µM*, PGK inhibitor -7%, BLM inh -3%, HP1b binding inh -6%, POLI inh 36%[activator], Pin1 inh -7%, G9a inh 40µM*, JMJD2A Tudor inh -26% and GLS inh 11%.
For CC(=O)c1cccc(S(=O)(=O)NCC(c2ccco2)N2CCCCC2)c1 (stereo unspecified) the results were BAZ2B inh 13%, PGK inhibitor -3%, BLM inh -9%, HP1b binding inh 14%, POLI inh 6%, Pin1 inh -11%, G9a inh 91%[activator][59 µM], JMJD2A Tudor inh inconclusive and GLS inh 4%.
For O=C(Nc1cccc(S(=O)(=O)N2CCOCC2)c1)C1=NN(c2ccccc2)C(=O)CC1 the results were BAZ2B inh -8%[57.1 µM], PGK inhibitor inactive, BLM inh -4%, HP1b binding inh 21%, POLI inh 27%, Pin1 inh -8%, G9a inh 1%, JMJD2A Tudor inh -16% and GLS inh -1%.
N#Cc1c(-c2ccco2)cc(-c2cccnc2)nc1N was read as BAZ2B inh inconclusive, PGK inhibitor 0%, BLM inh -19%, HP1b binding inh 49%[activator], POLI inh inconclusive, Pin1 inh inconclusive, G9a inh 35µM*, JMJD2A Tudor inh -15% and GLS inh 5%.
Screening Cc1nc(SCC(=O)N2CC(=O)Nc3ccccc32)c2c(C)c(C)sc2n1 returned BAZ2B inh 5%, PGK inhibitor inactive, BLM inh 1%, HP1b binding inh 13%, POLI inh 3%, Pin1 inh 5%, G9a inh -15%, JMJD2A Tudor inh -15% and GLS inh 0%.
CCCc1nc2c(sc3nc4c(cc32)COC(C)(C)C4)c(=O)n1CCN(C)C was read as BAZ2B inh -11%, PGK inhibitor 2%, BLM inh -3%, HP1b binding inh 30%, POLI inh 47%[activator], Pin1 inh -4%, G9a inh 16%[12.7 µM], JMJD2A Tudor inh -17% and GLS inh 4%.
`O=C(CCC1N=C2c3ccccc3N=C(SCc3ccc(F)cc3)N2C1=O)NCc1ccco1` (stereo unspecified) gave BAZ2B inh inconclusive, PGK inhibitor -8%, BLM inh -11%, HP1b binding inh -9%, POLI inh 21%, Pin1 inh 3%, G9a inh inconclusive, JMJD2A Tudor inh -33% and GLS inh -9%.
O=C(Nc1cccc2ncccc12)c1ccc(-c2ccc(Br)cc2)o1 was read as BAZ2B inh -8%, PGK inhibitor -11%, BLM inh -3%, HP1b binding inh 10%, POLI inh -2%, Pin1 inh 19%, G9a inh inconclusive, JMJD2A Tudor inh -28% and GLS inh -13%.
For CCCCn1c(N)c(N(CC)C(=O)COc2ccc(C#N)cc2)c(=O)[nH]c1=O the results were PGK inhibitor -6%, HP1b binding inh -2%, POLI inh 17%, Pin1 inh -2%, JMJD2A Tudor inh -10% and GLS inh -12%.
COc1ccc(/C=N/NC(=S)Nc2cc(C(F)(F)F)ccc2Cl)cc1 was read as BAZ2B inh -3%, PGK inhibitor 0%, BLM inh -1%, HP1b binding inh 24%, POLI inh 34%[activator], Pin1 inh 5%, G9a inh 8%, JMJD2A Tudor inh -13% and GLS inh -7%.
Screening NC(=S)N/N=C/c1ccc(Br)o1 returned BAZ2B inh -16%, PGK inhibitor -7%, BLM inh -8%, HP1b binding inh 24%, POLI inh 11%, Pin1 inh 2%, G9a inh inconclusive, JMJD2A Tudor inh -13% and GLS inh 23%.
Cc1ccc(NC(=O)CSc2nnc(C)n2CC2CCCO2)cc1 (stereo unspecified) was read as BAZ2B inh -2%, PGK inhibitor -3%, BLM inh -5%, HP1b binding inh 39%[activator], POLI inh 4%, Pin1 inh -4%, G9a inh -2%, JMJD2A Tudor inh -8% and GLS inh -16%.
